Bioassay records as filed in PubChem BioAssay.
phage Ecoli inh: E. coli growth loss with phage present; growth absorbance; inhibition, % at 11.9 µM; actives 0.26% (n = 360,000); AID 651602; in the data active = inhibition above about 11%
DAGLB inhibitor: blocks human DAGLB lipase activity | Q8NCG7 | HEK293T DAGLB membrane lysate, EnzChek fluorogenic substrate | inhibition, % at 5.17 µM | actives 0.059% (n = 340,000) | AID 504411; in the data active = inhibition above about 34%;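 also: 0% = enzyme with vehicle and 100% = wells lacking enzyme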
Tat transport: E. coli Tat transport inhibition; E. coli MC4100 TorA-mCherry Tat export, fluorescence; inhibition, % at 10 µM; actives 0.036% (n = 340,000); AID 488895;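 active = mean replicate inhibition at least 50% and at least half of replicates individually reaching 50%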;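 also: exported cargo escapes ClpAP degradation while cytoplasmic cargo is degraded and loses fluorescence; 0% = median of neutral control wells and 100% = median of NaSCN control wells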
PKA-R1A activ: activators of PKA-R1A complex; PKA-R1A dissociation, Cy5-IP20 fluorescence polarization; scaled: DMSO 0%, 113 µM cGMP 100%; actives 0.083% (n = 340,000); activation, % at 11.4 µM; P00514+P68181; AID 504707;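 active = percent activation above the mean of all tested compounds plus 3 SD, cut at about 19% in these data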;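 also: higher means more PKAc released from R1A so a rise in polarization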
AddAB inh: less growth of phage-infected E. coli with AddAB; inhibition, % at 11.9 µM; actives 0.29% (n = 330,000); E. coli expressing H. pylori AddAB, absorbance growth; AID 435030; in the data active = inhibition above about 12%;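 also: 0% = vehicle wells of infected cells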
CDK5 p35 inh: CDK5/p35 (human) kinase inhibition; Recombinant CDK5/p35, ADP-Glo luminescence, 60 min; inhibition, % at 10 µM; actives 0.01% (n = 330,000); AID 488839;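 active = highest replicate inhibition of at least 50% and at least 75% of replicates reaching 50%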;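 also: plate controls were DMSO neutral control for no effect and GW8510 at 10 µM for full effect; many of its hits are not listed in these tables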
Mot1-301 SUMO: blocks SUMOylation pathway, rescuing yeast Mot1-301 growth; S. cerevisiae Mot1-301 growth rescue, ATP luminescence, 38.5C; percent above DMSO median, 100 means doubled; growth rescue, % at 18.8 µM; actives 1% (n = 320,000); AID 2716;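 active = every valid replicate shows activation above 250% relative to neutral control wells; inactive = the rest, any valid replicate at or below 250%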;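 also: OY570 slx delta 5 strain wells were the positive control but not used for scaling; some compounds called inactive have numbers as strong as hits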
HTR5A ag: activates human HTR5A in OPRM1-OPRD1 agonist counter-screen. activation, % at 9.3 µM. actives 0.61% (n = 340,000). HTR5A agonist assay, luminescence, cell-based. AID 504692. P47898; in the data active = activation mostly above about 9.5%, no sharp cut-off; inactive = mostly below about 7.6%;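 also: 0% = cells with vehicle only and 100% = reference agonist; strong numbers were not always called active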
Target sequence (P47898 whole entry, looked up): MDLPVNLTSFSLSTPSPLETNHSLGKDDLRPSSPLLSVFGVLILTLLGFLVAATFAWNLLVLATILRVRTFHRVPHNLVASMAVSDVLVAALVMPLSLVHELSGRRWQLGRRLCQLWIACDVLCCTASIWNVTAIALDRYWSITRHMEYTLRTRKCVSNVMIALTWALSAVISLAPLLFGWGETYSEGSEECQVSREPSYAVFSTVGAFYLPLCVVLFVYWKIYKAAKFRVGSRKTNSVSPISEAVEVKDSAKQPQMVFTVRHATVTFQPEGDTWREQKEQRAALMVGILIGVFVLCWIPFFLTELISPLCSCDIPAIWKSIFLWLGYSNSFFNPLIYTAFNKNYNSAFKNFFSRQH
PKA-R2B activ: PKA-R2B complex activation. P22694+P31323. PKA-R2B holoenzyme dissociation, Cy5-IP20 fluorescence polarization; R2B truncated from residue 108, S112A mutant; 0% DMSO only, 100% 113 µM cGMP. activation, % at 11.4 µM. actives 0.079% (n = 340,000). AID 504700;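 active = activation above a cutoff set at the mean over all compounds plus 3 SD, cut at about 18% in these data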;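 also: higher means more holoenzyme dissociation and a rise in polarization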
Target sequence (P31323 whole entry, looked up, other chains not shown, the tested form may be a part): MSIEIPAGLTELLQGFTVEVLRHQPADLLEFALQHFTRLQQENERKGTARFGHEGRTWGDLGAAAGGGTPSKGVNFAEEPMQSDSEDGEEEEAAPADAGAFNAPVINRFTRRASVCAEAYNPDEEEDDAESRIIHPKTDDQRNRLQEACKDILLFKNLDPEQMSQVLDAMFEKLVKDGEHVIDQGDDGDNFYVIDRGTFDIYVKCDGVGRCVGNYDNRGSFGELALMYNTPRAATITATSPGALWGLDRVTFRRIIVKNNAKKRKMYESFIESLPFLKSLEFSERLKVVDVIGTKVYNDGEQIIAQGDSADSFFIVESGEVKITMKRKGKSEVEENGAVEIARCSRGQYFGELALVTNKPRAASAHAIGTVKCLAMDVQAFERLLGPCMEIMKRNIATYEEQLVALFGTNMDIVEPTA
Ecoli viability: counter-screen for AddAB inhibitors: E. coli growth inhibition | E. coli V3065 growth, OD600 absorbance, 18 h | inhibition, % at 11.9 µM | actives 0.27% (n = 330,000) | AID 449728;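 active = inhibition above the campaign's mean inhibition across all tested compounds plus 3 SD, cut at about 9.9% in these data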;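 also: uninfected addAB+ strain grown without phage in ampicillin broth; 0% = DMSO wells and 100% = ciprofloxacin 0.95 µg/ml wells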
HTR5A inv ag: counter-screen for OPRM1-OPRD1 inverse agonists: human HTR5A inverse agonism. P47898. HTR5A cell line, luminescence. inhibition, % at 9.3 µM. actives 0.083% (n = 340,000); in the data active = inhibition mostly above about 23%, no sharp cut-off; inactive = mostly below about 18%;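 also: 0% = cells with DMSO and 100% = no-cell wells with DMSO; some compounds called inactive have numbers as strong as hits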
* hit, by the source's call.

Results for CN(C(=O)COC(=O)C1CCN(S(=O)(=O)c2ccc(Cl)cc2)CC1)C1CCS(=O)(=O)C1 (stereo not given) ?
phage Ecoli inh: 3.3; DAGLB inhibitor: 1; Tat transport: 7; PKA-R1A activ: -1; AddAB inh: -2.2; CDK5 p35 inh: 0.1; Mot1-301 SUMO: 1; HTR5A ag: 5; PKA-R2B activ: -3; Ecoli viability: -0.9; HTR5A inv ag: -18

Results for CN1C(=O)N(CC(=O)Nc2ccc(C(F)(F)F)cc2)C(=O)C12CCCCC2 ?
phage Ecoli inh: 3.8; DAGLB inhibitor: -1; Tat transport: 12; PKA-R1A activ: -3; CDK5 p35 inh: 1.0; HTR5A ag: 5; PKA-R2B activ: -2; HTR5A inv ag: 14

What do the screens show for `Fc1ccc(NC(=S)N2CCN(c3ncccn3)CC2)cc1`?
phage Ecoli inh: 4.5; DAGLB inhibitor: -4; Tat transport: 6; PKA-R1A activ: -5; AddAB inh: 0.3; CDK5 p35 inh: -0.9; Mot1-301 SUMO: 3; HTR5A ag: 3; PKA-R2B activ: 5; Ecoli viability: 0.9; HTR5A inv ag: 13

What do the screens show for `Cc1ccccc1NC(=O)C(C)O/N=C/c1cccc([N+](=O)[O-])c1` (stereo not given)?
phage Ecoli inh: 0.8; DAGLB inhibitor: -2; Tat transport: 1; PKA-R1A activ: 1; AddAB inh: 1.2; CDK5 p35 inh: 0.4; Mot1-301 SUMO: -5; HTR5A ag: 2; PKA-R2B activ: -5; Ecoli viability: -0.2; HTR5A inv ag: 9

What do the screens show for `O=C(CSc1nc2ccccc2[nH]1)N1c2ccccc2Sc2ccccc21`?
phage Ecoli inh: 4.0; DAGLB inhibitor: -1; Tat transport: 8; PKA-R1A activ: 4; AddAB inh: 1.4; Mot1-301 SUMO: 100; HTR5A ag: 7; PKA-R2B activ: -10; Ecoli viability: -5.4; HTR5A inv ag: 1

What do the screens show for `COC(=O)c1c(NC(=O)Cc2cccs2)sc(C(=O)NC2CCCCC2)c1C`?
phage Ecoli inh: 3.1; DAGLB inhibitor: -2; Tat transport: -5; PKA-R1A activ: -5; AddAB inh: 1.5; CDK5 p35 inh: -2.3; Mot1-301 SUMO: 25; HTR5A ag: 1; PKA-R2B activ: 1; Ecoli viability: 0.0; HTR5A inv ag: -13

What do the screens show for `Cc1cccc(OCC(=O)Nc2ccncc2)c1`?
phage Ecoli inh: 5.1; DAGLB inhibitor: -1; Tat transport: -7; PKA-R1A activ: -6; AddAB inh: 0.9; CDK5 p35 inh: 1.5; Mot1-301 SUMO: -7; HTR5A ag: -3; PKA-R2B activ: 1; Ecoli viability: -0.3; HTR5A inv ag: -42

Results for O=C(C1CCN(S(=O)(=O)c2cccs2)CC1)N1CCCCC1 ?
phage Ecoli inh: -1.6; DAGLB inhibitor: -1; Tat transport: -9; PKA-R1A activ: 12; AddAB inh: -1.7; CDK5 p35 inh: 1.2; Mot1-301 SUMO: 9; HTR5A ag: 4; PKA-R2B activ: -4; Ecoli viability: 1.1; HTR5A inv ag: -20

How did O=C(/C=C/c1cccs1)N1CCOCC1 do in these assays?
phage Ecoli inh: 4.7; DAGLB inhibitor: 2; Tat transport: 2; PKA-R1A activ: 2; AddAB inh: -1.2; CDK5 p35 inh: -9.6; Mot1-301 SUMO: 289; HTR5A ag: 8; PKA-R2B activ: -17; Ecoli viability: -3.6; HTR5A inv ag: -2

What do the screens show for `COc1cc([N+](=O)[O-])ccc1NC(=O)CCS(=O)(=O)c1ccc2c(c1)n(C)c(=O)c(=O)n2C`?
phage Ecoli inh: 1.9; DAGLB inhibitor: -1; Tat transport: -7; PKA-R1A activ: 3; AddAB inh: 3.9; Mot1-301 SUMO: -1; HTR5A ag: 8; PKA-R2B activ: -1; Ecoli viability: -1.8; HTR5A inv ag: 0

What do the screens show for `CCN1C[C@@H]2[C@@H]3C(=O)N(C)C(=O)[C@@H]3[C@](CC)(C(=O)OC)N2C1=NCc1ccccc1`?
phage Ecoli inh: -0.1; DAGLB inhibitor: -3; Tat transport: -7; PKA-R1A activ: -1; CDK5 p35 inh: 0.3; HTR5A ag: -1; PKA-R2B activ: -10; HTR5A inv ag: 5

How did COc1ccc(-n2nc(C(=O)NCC(=O)N3CCC(C(N)=O)CC3)c3ccccc3c2=O)cc1 do in these assays?
phage Ecoli inh: 2.0; DAGLB inhibitor: -1; Tat transport: 1; PKA-R1A activ: -2; AddAB inh: 1.9; CDK5 p35 inh: 0.8; Mot1-301 SUMO: 145; HTR5A ag: 4; PKA-R2B activ: 17; Ecoli viability: -1.4; HTR5A inv ag: -11

What do the screens show for `CCOC(=O)C1CCCN(C(=O)c2cc(COc3ccc(C)nc3)on2)C1` (stereo not given)?
phage Ecoli inh: 1.5; DAGLB inhibitor: 0; Tat transport: -1; PKA-R1A activ: 2; CDK5 p35 inh: -0.8; Mot1-301 SUMO: -15; HTR5A ag: 2; PKA-R2B activ: -2; HTR5A inv ag: -7

What do the screens show for `CN=C1SC(CC(=O)Nc2ccccc2F)C(=O)N1C` (stereo not given)?
phage Ecoli inh: 2.7; DAGLB inhibitor: -3; Tat transport: 18; PKA-R1A activ: 1; AddAB inh: 1.5; CDK5 p35 inh: -5.0; Mot1-301 SUMO: -18; HTR5A ag: 4; PKA-R2B activ: -2; Ecoli viability: -1.9; HTR5A inv ag: -11

What do the screens show for `CC(C)CNc1nc(NC(C)(C)C)nc(Oc2ccc(=O)[nH]n2)n1`?
phage Ecoli inh: 1.4; DAGLB inhibitor: 1; Tat transport: -2; PKA-R1A activ: -5; AddAB inh: -4.4; CDK5 p35 inh: -0.8; Mot1-301 SUMO: -7; HTR5A ag: 2; PKA-R2B activ: -1; Ecoli viability: -0.7; HTR5A inv ag: -6

Results for O=C(CSc1ccc2nnc(-c3ccccn3)n2n1)Nc1ccc2c(c1)OCCO2 ?
phage Ecoli inh: 3.5; DAGLB inhibitor: 0; Tat transport: -3; PKA-R1A activ: -11; AddAB inh: -2.8; CDK5 p35 inh: -1.2; Mot1-301 SUMO: 158; HTR5A ag: 3; PKA-R2B activ: 2; Ecoli viability: -3.2; HTR5A inv ag: -7

How did CC(C)OC(=O)Nc1ccc(-c2ccc(NC(=O)OC(C)C)cc2Cl)c(Cl)c1 do in these assays?
phage Ecoli inh: 0.9; DAGLB inhibitor: -1; Tat transport: 0; PKA-R1A activ: -3; AddAB inh: 0.9; CDK5 p35 inh: 1.1; Mot1-301 SUMO: -10; HTR5A ag: 0; PKA-R2B activ: -13; Ecoli viability: -1.4; HTR5A inv ag: -1

Results for CCCN(CCO)CCCc1ccccc1 ?
phage Ecoli inh: 1.7; DAGLB inhibitor: 1; Tat transport: 6; PKA-R1A activ: -3; AddAB inh: 0.8; CDK5 p35 inh: 0.8; Mot1-301 SUMO: 11; HTR5A ag: -1; PKA-R2B activ: -8; Ecoli viability: -1.1; HTR5A inv ag: 3

Results for COCCCNC(=O)/C=C/c1ccc(Cl)cc1Cl ?
phage Ecoli inh: 0.6; DAGLB inhibitor: 1; Tat transport: -6; PKA-R1A activ: 4; AddAB inh: 0.8; CDK5 p35 inh: 0.6; Mot1-301 SUMO: 18; HTR5A ag: -1; PKA-R2B activ: 6; Ecoli viability: 0.5; HTR5A inv ag: 4

How did COCCn1c(C)cc(C(=O)CSc2nc3ccccc3o2)c1C do in these assays?
phage Ecoli inh: 1.1; DAGLB inhibitor: -4; Tat transport: 9; PKA-R1A activ: -13; AddAB inh: 1.4; CDK5 p35 inh: 0.4; Mot1-301 SUMO: -7; HTR5A ag: 7; PKA-R2B activ: -6; Ecoli viability: 3.2; HTR5A inv ag: -11

How did Cc1cccc(-c2nc(C)cc(=O)[nH]2)c1 do in these assays?
phage Ecoli inh: 2.7; DAGLB inhibitor: 1; Tat transport: -4; PKA-R1A activ: -7; AddAB inh: -1.1; CDK5 p35 inh: 0.8; Mot1-301 SUMO: 2; HTR5A ag: 2; PKA-R2B activ: -12; Ecoli viability: -0.9; HTR5A inv ag: 20

How did COc1ccc(CCNC(=O)c2cc(=O)c3cc(C)ccc3o2)cc1OC do in these assays?
phage Ecoli inh: 3.8; DAGLB inhibitor: -1; Tat transport: 9; PKA-R1A activ: 4; AddAB inh: 0.2; CDK5 p35 inh: -0.2; Mot1-301 SUMO: -9; HTR5A ag: -2; PKA-R2B activ: 3; Ecoli viability: 0.7; HTR5A inv ag: 6

How did CC(C)(C)C1COc2ccccc2N1C(=O)c1ccccc1Cl (stereo not given) do in these assays?
phage Ecoli inh: 0.0; DAGLB inhibitor: -12; Tat transport: 3; PKA-R1A activ: 8; AddAB inh: -0.9; CDK5 p35 inh: 1.2; Mot1-301 SUMO: 3; HTR5A ag: 2; PKA-R2B activ: -3; Ecoli viability: 0.0; HTR5A inv ag: -7

What do the screens show for `CN1CC(=O)N(CC(=O)N2CCC(Cc3ccccc3)CC2)C1=O`?
phage Ecoli inh: -2.1; DAGLB inhibitor: 2; Tat transport: 10; PKA-R1A activ: -5; AddAB inh: 0.4; CDK5 p35 inh: -1.4; Mot1-301 SUMO: 6; HTR5A ag: 4; PKA-R2B activ: 6; Ecoli viability: 2.1; HTR5A inv ag: -13

What do the screens show for `O=C(O)c1cc([N+](=O)[O-])ccc1NCc1ccccn1`?
phage Ecoli inh: 1.4; DAGLB inhibitor: 2; Tat transport: 6; PKA-R1A activ: 8; AddAB inh: 0.8; CDK5 p35 inh: -1.7; Mot1-301 SUMO: -5; HTR5A ag: 1; PKA-R2B activ: -6; Ecoli viability: -3.3; HTR5A inv ag: -8

Results for O=C(CCSc1ccccc1)NNC(=O)c1ccccc1F ?
phage Ecoli inh: 2.6; DAGLB inhibitor: 1; Tat transport: -1; PKA-R1A activ: 0; AddAB inh: 3.4; CDK5 p35 inh: 1.0; Mot1-301 SUMO: 517*; HTR5A ag: -9; PKA-R2B activ: -6; Ecoli viability: -0.4; HTR5A inv ag: -1

Results for COc1ccc(-c2nn(-c3ccccc3)cc2CO)cc1 ?
phage Ecoli inh: 0.1; DAGLB inhibitor: -6; Tat transport: -1; PKA-R1A activ: -9; AddAB inh: 1.6; CDK5 p35 inh: 2.2; Mot1-301 SUMO: -19; HTR5A ag: 10; PKA-R2B activ: 8; Ecoli viability: -1.7; HTR5A inv ag: -21
